SIRT5 inh = blocks human SIRT5 desuccinylation of peptide; inhibition, % at 15 µM; Purified SirT5, succinyl-peptide AMC, trypsin-coupled fluorescence; actives 1.1% (n = 330,000); Q9NXA8; AID 652115; in the data active means inhibition above about 15%; inconclusive means no clear call, values can overlap the other calls
Target sequence (Q9NXA8 whole entry, looked up): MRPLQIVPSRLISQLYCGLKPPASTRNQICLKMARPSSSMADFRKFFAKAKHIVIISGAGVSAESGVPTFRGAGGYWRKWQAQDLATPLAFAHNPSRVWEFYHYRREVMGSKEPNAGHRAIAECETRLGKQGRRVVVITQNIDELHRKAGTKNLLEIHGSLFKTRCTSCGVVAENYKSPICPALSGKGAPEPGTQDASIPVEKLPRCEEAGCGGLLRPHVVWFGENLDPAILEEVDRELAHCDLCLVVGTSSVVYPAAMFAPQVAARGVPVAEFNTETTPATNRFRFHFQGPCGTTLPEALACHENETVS
DENV2 CPE rescue = protects cells from dengue virus 2 cytopathic effect; DENV2-infected cells, cytopathic effect rescue, plate reader; CPE inhibition, % at 9.99 µM; actives 1.7% (n = 350,000); in the data active means CPE inhibition above about 20%, passing the limit was not always enough; inconclusive means no clear call, values can overlap the other calls; tested in BHK-21 cells;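 further: 0% = median of neutral control wells and 100% = median of positive control wells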
ERAP1 HTS inh = blocks human ERAP1 aminopeptidase activity. recombinant ERAP1, Leu-AMC fluorescence, 60 min. inhibition, % at 10.7 µM. actives 0.15% (n = 340,000). AID 652197;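 active means mean replicate inhibition of at least 30%, or all replicates individually reaching that 30% level; inactive means mean below 30% and not every replicate reaching it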;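 further: 0% = neutral control wells and 100% = L-leucinethiol positive control wells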
miR-122 sensor = blocks miR-122 activity in Huh7 sensor cells | Huh7 miR-122 Renilla luciferase sensor, 48 h; neutral wells = 0, positive control = 100 | activation (reporter increase), % at 12.5 µM | actives 0.3% (n = 340,000);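 active means mean replicate activation score at least 90 and every replicate individually at or above 90; inconclusive means only one of the two criteria met; inactive means neither criterion met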;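 further: higher luciferase means less miR-122 activity so hits act as miR-122 inhibitors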
ERp5 inh = ERp5 (human) disulfide isomerase inhibition | inhibition, % at 9.99 µM | ERp5 insulin aggregation, absorbance 650 nm, 90 min | actives 0.05% (n = 350,000) | AID 651711 | Q15084;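 active means mean replicate inhibition above about 25%, with every replicate also reaching it, limit read from the data, passing the limit was not always enough; inconclusive means only one of those two criteria met; inactive means neither criterion met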
Target sequence (Q15084 whole entry, looked up): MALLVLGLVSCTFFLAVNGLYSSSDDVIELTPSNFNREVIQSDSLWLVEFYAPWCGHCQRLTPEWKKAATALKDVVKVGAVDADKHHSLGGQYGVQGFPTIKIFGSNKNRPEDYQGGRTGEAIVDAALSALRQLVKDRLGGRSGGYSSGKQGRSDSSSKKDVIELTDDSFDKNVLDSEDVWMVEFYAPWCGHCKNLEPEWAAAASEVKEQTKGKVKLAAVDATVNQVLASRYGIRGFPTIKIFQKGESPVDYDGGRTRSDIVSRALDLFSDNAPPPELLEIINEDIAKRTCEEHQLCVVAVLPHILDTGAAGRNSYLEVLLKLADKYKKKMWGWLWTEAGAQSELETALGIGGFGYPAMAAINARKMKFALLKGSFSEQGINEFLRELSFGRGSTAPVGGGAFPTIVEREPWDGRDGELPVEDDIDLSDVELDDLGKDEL
Casp6 inh = caspase-6 (human) enzyme inhibition; purified caspase-6, Z-VEID-R110 cleavage fluorescence; inhibition, % at 12.5 µM; actives 0.53% (n = 350,000); AID 686996;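 active means mean inhibition across replicates at least about 35%, with every replicate also reaching that limit, limit read from the data; inconclusive means only one of the two criteria met; inactive means neither criterion met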;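 further: 0% = median of neutral control wells and 100% = no fluorescence left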
Target sequence (P55212 24-179 limits assumed): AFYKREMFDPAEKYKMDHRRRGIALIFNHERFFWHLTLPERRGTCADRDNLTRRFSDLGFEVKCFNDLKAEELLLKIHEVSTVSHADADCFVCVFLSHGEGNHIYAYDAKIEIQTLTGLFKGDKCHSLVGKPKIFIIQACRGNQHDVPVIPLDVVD
Target sequence (P55212 194-293 limits assumed): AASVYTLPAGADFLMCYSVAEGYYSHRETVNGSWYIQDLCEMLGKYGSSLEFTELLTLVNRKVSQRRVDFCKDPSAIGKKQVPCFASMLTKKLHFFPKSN
F508del corr = correctors of CFTR F508del function in bronchial epithelial cells; CFBE cells, YFP halide quenching; stimulated with forskolin plus potentiator P3; % fluorescence drop versus neutral controls; activity (quench increase), % at 7.58 µM; actives 0.36% (n = 350,000); AID 720511;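 active means mean added fluorescence quench of at least 8% versus neutral control, with both replicates also reaching 8%; inconclusive means only one of the mean or replicate conditions met; inactive means mean below 8% and not both replicates reaching 8%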;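 further: cells transiently co-express mutant CFTR-F508del with the halide-sensitive YFP; corrector assay measuring rescue of mutant channel to the surface after 24 h compound exposure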
Starred values were filed as active, the others as inactive; ? = inconclusive; / = not tested or not shown; & = joins results of further samples; ! = repeats disagree; [ ] = remark or other dose.

Every second line gives: ERAP1 HTS inh, Casp6 inh, F508del corr, miR-122 sensor, DENV2 CPE rescue, SIRT5 inh, ERp5 inh
COc1ccc(S(=O)(=O)N(C)C[C@H]2OCCCC[C@@H](C)Oc3ccc(NC(=O)CCC(F)(F)F)cc3C(=O)N([C@H](C)CO)C[C@@H]2C)cc1
    -1&-1, 0&-2, -0.3&-1.9, -2, 3&12, 1&-1, 3&1
COc1ccc(C2=NS(=O)(=O)N(C)C(C(=O)N(C)Cc3ccccc3)=C2)cc1
    -5, 1, 2.1, 10, -4, 0, 12
COc1ccc(/C=C/C(=O)N2CCN(c3ccccn3)CC2)c2ccccc12
    6, 2, 1.9, /, /, 0, 2
C[C@@H]1CN([C@H](C)CO)C(=O)c2cccc(NC(=O)c3cnccn3)c2O[C@H]1CN(C)C(=O)Nc1ccc(F)cc1
    1, -5, -0.7, -6[16.7 µM], -1, -1, 0
O=C(C[C@H]1CC[C@@H]2[C@H](COC[C@@H](O)CN2Cc2nccs2)O1)NCc1ccc(-c2ccccc2)cc1
    0, 0, -3.0, -4[16.7 µM], 34*, -1, -5
CCOc1ccc(-c2nc[nH]c2[N+](=O)[O-])cc1
    -1, -1, -5.3, 0, -4, -4, -5
CCOC(=O)N1CCC(NC(=O)CSCc2nc(-c3ccc(OCC)cc3)oc2C)CC1
    -2, -2, -0.5, -12, 1, -3, 8
Cn1cnc(S(=O)(=O)N2C[C@@H](O)COC[C@@H]3O[C@H](CC(=O)NCc4ccc(F)cc4)CC[C@H]32)c1
    -1, 1, -0.4, 1[16.7 µM], -4, 0, 4
O=S(=O)(c1cccc(-c2n[nH]c(=S)n2C2CCCC2)c1)N1CCOCC1
    4, 0, -3.1, /, -3, 0, -1
CC(C)(C)C(=O)Nc1ccc(S(=O)(=O)NC2=NCCCCC2)cc1
    0, -1, 15*, /, 8, -2, -7
C[C@@H]1CN([C@@H](C)CO)C(=O)CCCn2cc(nn2)CO[C@H]1CN(C)S(=O)(=O)c1ccc(Cl)cc1
    -1&-1&-1, 1&-2&-2, 6.4&-3.4&0.7, -6, 21*!, -1&-2&-2, -2&2&9
OC[C@@H]1[C@@H](c2ccc(/C=C/c3ccccc3)cc2)[C@H]2CN(Cc3cccnc3)CCCCN12
    1, 1, -0.5, 4[16.7 µM], 12, 2, -4
Cc1ccccc1C(=O)NCCN1CCOCC1
    -1, 0, -2.8, /, -1, -5, 4
Cc1nnc(NC(=O)c2ccc(S(=O)(=O)N3CCOCC3)cc2)s1
    /, -1, -2.6, /, 1, 2, 1
O=C(O)COc1ccc(C=C2SC(=S)N(c3ccccc3)C2=O)cc1
    10, 4, -0.7, -6, 14, /, -8
CCOc1ccccc1C(=O)Nc1ccc(S(=O)(=O)Nc2nccc(C)n2)cc1
    3, -3, 2.0, 5, -8, 6, -3
COc1ccc(OCCCC(=O)Nc2ccc(N3CCCCC3)cc2)cc1
    0, -4, -0.3, /, 11, -4, -2
C/C=C/c1ccc(OCCCCN(C)Cc2ccccc2)c(OC)c1
    1, -3, 2.0, 10, ?, 2, 2
CC(=O)N1CCc2cc(S(=O)(=O)N3c4ccccc4CC3C)ccc21 (stereo not given)
    3, -3, 10*, /, -1, -6, -7
CCOC(=O)N1C2=NC(C(=O)OC)=C(C(=O)OC)[C@@H]3Nc4ccccc4[C@]23C[C@H]1C(=O)OC
    -2, -1, 0.3, 2, 1, /, 3
N#C/C(=C(/O)c1ccc([N+](=O)[O-])o1)c1nc2ccccc2[nH]1
    2, -2, 3.9, /, 3, -2, 5
O=C(Nc1c[nH]c(=O)[nH]c1=O)c1ccccc1Cl
    -2, 2, 1.2, -5, -7, -3, 3
O=C(CSc1nnc(CNC(=O)c2cccc(C(F)(F)F)c2)o1)NC1CCCC1
    -1, 1, 2.5, -7, -1, -2, 0
O=C(NC(=S)Nc1cccc(O)c1)c1ccco1
    3, 3, 1.5, /, ?, 0, 2
COc1ccc2[nH]cc(CCNC(=O)c3ccco3)c2c1
    -5, 0, 1.0, -4, -3, /, 1
NC(=O)c1nn2c(C(F)(F)F)cc(-c3ccccc3)nc2c1Br
    -3, 1, -1.6, 1, 8, 0, 3
COc1ccc([C@H]2CC(=O)C=C(c3ccc(-c4ccccc4)c(F)c3)C2)cc1
    -1, 0, -1.9, -6, -13, /, 2
CCc1ccc(NC(=O)c2ccc3c(c2)C(=O)N(CCOC)C3Nc2ccc(CC)cc2)cc1 (stereo not given)
    2, 0, -7.8, 0, 8, 0, -2
CCOC(=O)C1CCN(c2nc(-c3ccc(Br)cc3)nc3ccccc23)CC1
    1, -4, -0.7, /, -2, -1, 4
N#Cc1ccccc1S(=O)(=O)N1CCN(C(=O)CCc2ccccc2)CC1
    2, -1, 1.9, -3, 4, -2, -2

Copied from the list.
ERAP1 HTS inh, CCOC(=O)N1C2=NC(C(=O)OC)=C(C(=O)OC)[C@@H]3Nc4ccccc4[C@]23C[C@H]1C(=O)OC is entered as -2
ERAP1 HTS inh, NC(=O)c1nn2c(C(F)(F)F)cc(-c3ccccc3)nc2c1Br is entered as -3

Later entries:
Every second line gives: ERAP1 HTS inh, Casp6 inh, F508del corr, miR-122 sensor, DENV2 CPE rescue, SIRT5 inh, ERp5 inh
C[C@H]1CN([C@@H](C)CO)S(=O)(=O)c2ccc(-c3ccccc3)cc2O[C@@H]1CN(C)S(C)(=O)=O
    -9, -3, -2.7, 8[16.7 µM], -5, -1, -1
CCCNC(=O)N(C)C[C@H]1Oc2ncc(C#Cc3ccncc3)cc2C(=O)N([C@@H](C)CO)C[C@H]1C
    0, 0, -1.8, -2[16.7 µM], -1, -4, 9
COc1ccc(NC(=O)N(C)C[C@H]2Oc3ccc(NC(=O)CCCCCC(=O)Nc4ccccc4N)cc3C(=O)N([C@H](C)CO)C[C@H]2C)cc1
    -3, 2, 0.9, /, 12, 3, 1
CC(=O)N1[C@@H]2c3ccc(/C=C/c4ccccc4)c(=O)n3C[C@@H]2[C@@H](CO)[C@@H]1C(=O)Nc1nccs1
    9, 1, /, /, -4, -69, 0
CC(C)NC(=O)N(C)C[C@@H]1Oc2ccc(NC(=O)Nc3cccc4ccccc34)cc2CC(=O)N([C@@H](C)CO)C[C@H]1C
    6, 4, -2.1, -4[16.7 µM], -6, 0, 1
COc1ccc(NC(=O)Nc2cccc3c2O[C@H](CN(C)C(=O)Nc2ccc(C(F)(F)F)cc2)[C@H](C)CN([C@H](C)CO)C3=O)cc1
    /, /, -1.4, 2[16.7 µM], ?, /, /
CCc1ccc(NC(=O)C(C)OC(=O)Cn2[nH]c(=O)c3ccccc3c2=O)cc1 (stereo not given)
    -2, 1, 1.2, 0, 60*, 1, -2
COc1ccc(C)cc1-n1nnnc1SCc1nc(N)nc(N(C)C)n1
    -3, 0, 1.1, 6, -8, -1, -3
O=C(C(Cc1ccccc1)N1C(=O)C2C3CCC(C3)C2C1=O)N1CCCCC1 (stereo not given)
    2, -1, -1.1, 6, 1, 0, 1
COc1ccccc1NS(=O)(=O)c1cc(C(=O)NCC2CCCO2)ccc1C (stereo not given)
    1, -139, 2.5, /, 1, 0, -1
CC(=O)Nc1cc(-c2ccc(C(=O)N3CCOCC3)cc2)cn2c(-c3ccc(C(C)=O)cc3)cnc12
    -1, 3, 0.3, -7, 6, /, 9
Cc1cc(-c2nnc(SCC(=O)Nc3ccccn3)o2)no1
    1, 2, 2.0, 2, 7, 0, 2
O=C(NNc1ccc([N+](=O)[O-])cc1)c1ccco1
    4, 2, -1.5, /, -1, 4, -16
Fc1ccccc1-c1csc(-c2cccnc2)n1
    -3, -1, -0.2, 3, 5, /, -4
Cc1nc([N+](=O)[O-])c(Br)n1CC(=O)c1cccc([N+](=O)[O-])c1
    4, 10, 1.6, 2, 0, 4, 0
COc1ccc(C(=O)C(C)OC(=O)CCN2C(=O)C3CC=CCC3C2=O)cc1 (stereo not given)
    3, -1, -0.9, -5, 19, -2, 1
N#C[C@H]1[C@@H](c2ccccc2/C=C/c2ccccc2)[C@@H](CO)N1S(=O)(=O)c1ccc(F)cc1
    0, -3, -2.0, /, 2, 3, -5
C[C@@H]1CCCCO[C@@H](CN(C)C(=O)C2CCCCC2)[C@@H](C)CN([C@H](C)CO)C(=O)c2cc(N(C)C)ccc2O1
    2, 1, -0.1, 1[16.7 µM], -12, 7, 2
Cc1onc(-c2c(F)cccc2Cl)c1C(=O)OCC(=O)c1c(N)n(C)c(=O)n(C)c1=O
    1, -2, 1.9, -5, 4, 0, 4
Cc1ccc(C)c(Cc2c(C)nc3c(C(=O)NCc4ccc5c(c4)OCO5)cnn3c2C)c1
    1, -4, 2.1, /, -1, -9, 2
Cc1ccc(OCCOC(=O)CCc2nc3ccccc3c(=O)[nH]2)cc1
    -1, -3, 1.1, -7, -6, -1, 4
CCCc1c(C(=O)N/N=C/C(C)=C/c2ccco2)nnn1-c1nonc1N
    1, 6, -2.1, -4, 19, -1, 3
Nc1cccc2c1C(=O)N(C(=O)/C=C/c1ccc(F)cc1)C2=O
    -2, 1, -1.4, -4, -3, -2, 0
COc1ccc(C2=Nn3c(nnc3-c3ccccc3Cl)SC2)cc1OC1CCCC1
    -1, 1, 6.3, 26, ?, /, 2
COc1ccc(C(=O)NN2CCOCC2)cc1
    0, 1, -3.1, 1, -2, -1, 6
COc1ccc(C2(C)NC(=O)N(CC(=O)Nc3ccc4[nH]c(=O)[nH]c4c3)C2=O)cc1 (stereo not given)
    3, 6, 6.2, 4, -6, 0, 0
COc1ccc(NS(=O)(=O)c2cccs2)cc1S(=O)(=O)N1CCCCC1
    -4, 0, -3.1, /, /, -3, 5
COc1ccccc1Nc1ncnc2sccc12
    -1, -4, /, 3, -5, 6, 1
O=S(=O)(N[C@@H]1CCCN(Cc2cccc(OCCO)c2)C1)c1ccc2ccccc2c1
    1, 1, 2.5, /, 5, -1, -1
Cc1ccc(NC(=O)CN2CC(C)SC2=NC2CCCCC2)cc1 (stereo not given)
    4, -1, 0.2, -1&4, -2, 2, 2
C[C@H](NC(=O)C[C@H]1CC[C@@H](NC(=O)CN2CCOCC2)[C@@H](CO)O1)c1ccccc1
    0, 3, 1.4, -3[16.7 µM], -1, -5, -2
CCOC(=O)Nc1ccc(NC(=O)c2ccccc2F)cc1
    0, -1, -2.2, /, /, -1, 1
Cc1nn2c(=O)cc(CSc3nc4ccccc4[nH]3)nc2s1
    1, 0, -3.2, -3, 1, 5, -7
CNS(=O)(=O)c1cccc(C(=O)OCC(=O)c2cc(C)n(CC3CCCO3)c2C)c1 (stereo not given)
    0, 3, 25*, -3, 2, -1, 0
Cc1nn(-c2ccccc2)c2nc(Cl)c(C(=O)O)cc12
    -7, 1, 0.6, /, -1, -5, -2
COC(=O)C1=C(C)N(Cc2ccc(Cl)cc2)C(=S)NC1c1ccc(F)cc1 (stereo not given)
    -1, -2, -3.1, /, 10, -1, -3
C=CCOc1ccc(C(=O)Nc2ccccc2C(=O)NCc2cccnc2)cc1
    5, -12, 1.2, -4, 4, 0, 3
CCc1ccc([C@@H]2CC(=O)[C@@H]3CN(S(=O)(=O)c4ccc(C)cc4)[C@H](c4ccc(Cl)cc4)C[C@@H]3N2S(=O)(=O)c2ccc(C)cc2)cc1
    4, 6, 3.5, -4, -8, -2, 7
CCCCN(C(=O)/C=C/c1ccco1)c1c(N)n(CC(C)C)c(=O)[nH]c1=O
    0, 4, -1.4, /, -3, -7, 4
CC(=NNS(=O)(=O)c1ccc(C)cc1)c1ccncc1
    0, -3, -3.5, -6, -7, 0, -8
CCOc1ccc(OCCC(=O)OCC(=O)NC2CC2)cc1
    0, 14, -1.7, -6, 6, 1, -1
COCC(=O)Nc1ccc2c(c1)C(=O)N(C)C[C@@H](OC)[C@H](C)CN(C(=O)C1CCCC1)[C@@H](C)CO2
    -2, /, -0.7, -2[16.7 µM], -1, 3, 2
CC(C)Oc1ccc(C(=O)Nc2ccc(N3CCCC3)cc2)cc1
    0, -1, /, 3, /, /, 5
O=C(NCc1ccc2c(c1)OCO2)C1CC(=O)N(CCc2ccc(F)cc2)C1 (stereo not given)
    -2, 2, 1.9, 5, -3, /, 0
CCOc1ccc(NC(=O)Nc2ccc3c(c2)nc(C)n3C)cc1
    /, 0, -1.5, 3, 7, -4, -4
Fc1ccc(-[n+]2nc(Nc3ccccc3)sc2-c2c3ccccc3cc3ccccc23)cc1
    -2, /, 0.3, /, 14, /, -2
